Screening data: PubChem, Sanford-Burnham Center for Chemical Genomics
hIAP inh: blocks human intestinal alkaline phosphatase | P09923 | purified IAP, CDP-Star luminescence, 30 min | inhibition, % at 10 µM | hit rate 0.12% among 330,000 | AID 2544;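 active = inhibition reaching a set limit with compound at 10 µM in the primary screen, cut at about 35% in these data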;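 also: plate controls were DMSO wells with enzyme for no effect and no-enzyme buffer wells for full effect; values of inactives mirror those of a sister screen read the other way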
Apaf-1 inh: human Apaf-1 inhibition. reconstituted apoptosome caspase-3 activity, DEVD-Rh110 fluorescence. inhibition, % at 20 µM. hit rate 0.71% among 330,000. AID 489030; active = inhibition of at least 40% at 20 µM;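 also: plate controls were DMSO wells for no effect and DEVD-CHO caspase inhibitor wells for full effect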
Target sequence (O14727 whole entry, looked up): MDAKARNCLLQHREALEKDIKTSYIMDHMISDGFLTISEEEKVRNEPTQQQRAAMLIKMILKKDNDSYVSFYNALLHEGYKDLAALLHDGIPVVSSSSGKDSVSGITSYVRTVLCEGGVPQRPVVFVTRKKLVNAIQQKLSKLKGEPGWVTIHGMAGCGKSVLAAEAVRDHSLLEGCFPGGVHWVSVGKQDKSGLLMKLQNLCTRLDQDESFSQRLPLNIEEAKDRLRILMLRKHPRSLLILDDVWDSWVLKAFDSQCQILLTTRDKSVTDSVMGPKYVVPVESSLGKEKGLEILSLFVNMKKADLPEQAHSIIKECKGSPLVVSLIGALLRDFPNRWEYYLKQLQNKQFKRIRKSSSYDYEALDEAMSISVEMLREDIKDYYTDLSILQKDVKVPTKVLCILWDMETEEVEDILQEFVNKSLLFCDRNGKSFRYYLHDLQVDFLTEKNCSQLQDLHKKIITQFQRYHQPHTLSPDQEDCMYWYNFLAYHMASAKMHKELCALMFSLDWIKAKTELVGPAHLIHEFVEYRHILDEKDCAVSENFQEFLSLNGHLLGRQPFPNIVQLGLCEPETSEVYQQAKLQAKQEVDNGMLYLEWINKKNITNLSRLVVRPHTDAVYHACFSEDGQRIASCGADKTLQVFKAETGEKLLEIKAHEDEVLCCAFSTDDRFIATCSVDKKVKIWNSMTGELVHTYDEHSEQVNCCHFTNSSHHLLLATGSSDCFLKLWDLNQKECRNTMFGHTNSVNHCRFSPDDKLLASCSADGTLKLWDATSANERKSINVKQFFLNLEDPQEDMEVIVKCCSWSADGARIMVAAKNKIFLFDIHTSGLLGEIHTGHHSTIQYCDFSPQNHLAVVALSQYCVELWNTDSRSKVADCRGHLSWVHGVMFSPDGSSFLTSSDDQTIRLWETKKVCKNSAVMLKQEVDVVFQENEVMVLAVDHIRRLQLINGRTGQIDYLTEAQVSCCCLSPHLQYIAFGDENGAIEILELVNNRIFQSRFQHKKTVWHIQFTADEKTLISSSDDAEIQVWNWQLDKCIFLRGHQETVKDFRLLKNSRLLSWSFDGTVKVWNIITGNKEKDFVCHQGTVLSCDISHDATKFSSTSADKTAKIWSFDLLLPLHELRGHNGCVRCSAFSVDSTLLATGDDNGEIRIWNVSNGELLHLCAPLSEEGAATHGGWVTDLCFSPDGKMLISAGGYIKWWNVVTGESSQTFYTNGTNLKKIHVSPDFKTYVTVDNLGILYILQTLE
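Assay system – apoptosome proteins · Medium – Hepes buffer, pH 7.5 · Also added – cytochrome c with DEVD-Rh110 · Timing – 30 min compound preincubation, 50 min activation, room temperature · Detection – Rh110 fluorescence, excitation 480 nm, emission 540 nm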
ATG4B inhibitor: inhibitors of human ATG4B cysteine protease; ATG4B cleavage of LC3-PLA2, NBD-HPC fluorescence, 1 h; hit rate 0.51% among 340,000; inhibition, % at 8.33 µM; in the data active = inhibition above about 40%
tim10-1 inh: growth inhibitors of tim10-1 mutant yeast; inhibition, % at 20 µM; AID 463190; S. cerevisiae tim10-1 ts strain growth, BacTiter-Glo, 24 h; hit rate 2.2% among 330,000;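 active = inhibition of at least 40%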;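 also: mutant grown at 25 °C; 0% = DMSO wells with yeast and 100% = wells holding no yeast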
NLRP3 yeast inh: NALP3 inhibition in yeast | Yeast reconstituted NLRP3/ASC/caspase-1, beta-gal luminescence, 24 h | inhibition, % at 10 µM | hit rate 0.39% among 330,000 | AID 2825;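 active = inhibition of 50% or more; inactive = inhibition below 50%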;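 also: plate controls were induced DMSO wells for no effect and uninduced yeast grown without galactose for full effect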
mIAP block: blocks mouse intestinal alkaline phosphatase; purified mouse IAP, CDP-Star luminescence, 30 min; inhibition, % at 10 µM; hit rate 0.2% among 330,000;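 active = inhibition of at least 40% at 10 µM in the primary screen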;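 also: plate controls were DMSO with enzyme for no effect and no enzyme wells for full effect; values of inactives mirror those of a sister screen read the other way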
TIM10 inh: inhibits growth of TIM10 yeast strain | S. cerevisiae TIM10 strain growth, BacTiter-Glo luminescence, 24 h | inhibition, % at 10 µM | hit rate 1.4% among 330,000 | AID 463195;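 active = inhibition of 40% or more at the single tested concentration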;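 also: wild-type TIM10 isogenic control strain grown at permissive 25 °C; 0% = DMSO yeast wells and 100% = minimal medium wells without yeast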
hIAP act: human IAP activation. P09923. purified human IAP, CDP-Star luminescence, 30 min; hits give high values; 1 = vehicle-only enzyme, 0 = enzyme-free background. activation factor at 10 µM. hit rate 0.16% among 330,000;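 active = activation factor of the enzyme at least 2-fold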; also: the source names both 10 and 20 µM as test concentration; values of inactives mirror those of a sister screen read the other way
mIAP activ: increases mouse intestinal alkaline phosphatase activity; muIAP, CDP-Star luminescence, 30 min; hits give high values; 1 = vehicle-only enzyme signal, 0 = enzyme-free wells; activation factor at 10 µM; hit rate 0.24% among 330,000;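 active = activation factor of at least 2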; also: the source names both 10 and 20 µM as test concentration; values of inactives mirror those of a sister screen read the other way
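System: mouse IAP enzyme. Reagent: CDP-Star chemiluminescent phosphatase substrate. Benchmarks: DMSO wells, no-enzyme wells. Times: 30 min enzyme-substrate-compound incubation at room temperature. Detection: luminescence from enzymatic CDP-Star hydrolysis. Doses: test compounds delivered from DMSO solution.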
Active calls of the source: *; x = not tested or not shown.

SMILES	hIAP inh	Apaf-1 inh	ATG4B inhibitor	tim10-1 inh	NLRP3 yeast inh	mIAP block	TIM10 inh	hIAP act	mIAP activ
COC(=O)C(CCCCNC(=O)c1ccc([N+](=O)[O-])cc1)NC(=O)c1ccc([N+](=O)[O-])cc1 (centres undefined)	-1	-48	0	12	8	11	-13	1	0.89
COc1ccc(OC)c(N/C=C/C(=O)c2ccccc2)c1	-11	2	4	-2	38	2	44*	1.1	0.98
COc1ccc(CCNC(=O)c2cccc(-n3cnnn3)c2)cc1	-5	11	7	-7	1	-6	5	1	1.1
CSC(=S)N/N=C/c1ccc(Br)cc1	4	-10	0	32	-22	12	29	0.96	0.88
CCOC(=O)CC(=O)c1sc2c(c1N)c(=O)[nH]c(=O)n2-c1ccc(OC)cc1	2	2	-1	-16	2	14	5	0.98	0.86
O=[N+]([O-])c1c(C(Cl)Cl)nn(-c2ccccc2)c1N1CCCC1	4	5	7	61*	7	8	20	0.96	0.92
CCc1nc2sc(C(=O)O)c(N)c2c2c1CCCC2	2	-18	4	-72	0	-4	-95	0.98	1
Cc1ccccc1Cc1c(C)nc2c(C(=O)NCc3ccco3)cnn2c1C	5	2	-5	35	-5	1	34	0.95	0.99
C=CCc1ccccc1OCCNCCCOC	1	-7	-10	-23	24	4	14	0.99	0.96
Cn1c(CNC(=O)Nc2cccc(Cl)c2)nnc1SCc1ccccc1	5	17	2	-4	23	-61	10	0.95	1.6
Cc1cc(C(F)(F)F)n2nc(C(=O)O)c(Cl)c2n1	34	-7	-10	-16	9	5	2	0.66	0.95
COC(=O)COc1cc(OCC(=O)OC)c2c(C)c(Cl)c(=O)oc2c1	6	-15	-2	8	6	-9	2	0.94	1.1
C=CCn1cc(C(=O)NCCOC)c(=O)c2cc(S(=O)(=O)N(CC)CC)ccc21	-6	2	-1	15	8	-5	-5	1.1	1.1
CC(C)(C)C1CCC(=NNC(=O)C(=O)NC2CCCCC2)CC1 (centres undefined)	-9	-7	2	11	9	5	1	1.1	0.95
NC(=O)Cn1cc(C(=O)COc2ccccc2)c2ccccc21	-3	-10	x	-9	4	-4	-8	1	1
O=C(COc1ccccc1Cl)NC(=O)NC1CCCCC1	-10	18	18	20	30	3	6	1.1	0.97
O=C(c1nc2ccccc2s1)N1CCN(c2ccccn2)CC1	-6	16	1	45*	33	2	10	1.1	0.98
CCn1c(SCc2ccc(F)cc2)nc2c(c1=O)SCC2	-10	11	17	5	-6	-6	12	1.1	1.1
Cc1oc2c(c1C(=O)NCc1cc(C(=O)O)co1)CCCC2	-12	-4	1	5	3	-2	-3	1.1	1
COC(=O)Nc1cc(C)n(-c2ccccc2)n1	12	-4	12	-13	12	1	-22	0.88	0.99
c1ccc(-c2nnc(SCc3nc4ccccc4[nH]3)n2Cc2ccco2)nc1	-5	-8	-9	20	-8	10	5	1.1	0.9
O=C1CC(c2ccco2)CC(O)=C1C=Nc1cc(Cl)cc(Cl)c1 (centres undefined)	-1	5	2	28	15	24	10	1	0.76
O=C(c1cc2ccccc2oc1=O)N(Cc1ccco1)C1CCS(=O)(=O)C1 (centres undefined)	-4	-6	-10	6	23	-4	4	1	1
Cn1c(C(=O)O)c(CC(=O)N2CCC(Cc3ccccc3)CC2)c2ccccc21	1	9	-1	10	5	-5	8	0.99	1.1
COc1cccc(-c2nn(C)c3sc(C(=O)N4CCOCC4)cc23)c1	-10	8	-14	24	1	-6	3	1.1	1.1

A different layout for some results above:
The line under a structure holds: hIAP inh, Apaf-1 inh, ATG4B inhibitor, tim10-1 inh, NLRP3 yeast inh, mIAP block, TIM10 inh, hIAP act, mIAP activ
- Cc1cc(C(F)(F)F)n2nc(C(=O)O)c(Cl)c2n1
  34, -7, -10, -16, 9, 5, 2, 0.66, 0.95
- COC(=O)COc1cc(OCC(=O)OC)c2c(C)c(Cl)c(=O)oc2c1
  6, -15, -2, 8, 6, -9, 2, 0.94, 1.1
- C=CCn1cc(C(=O)NCCOC)c(=O)c2cc(S(=O)(=O)N(CC)CC)ccc21
  -6, 2, -1, 15, 8, -5, -5, 1.1, 1.1
- CC(C)(C)C1CCC(=NNC(=O)C(=O)NC2CCCCC2)CC1 (centres undefined)
  -9, -7, 2, 11, 9, 5, 1, 1.1, 0.95

The listing continues:
SMILES	hIAP inh	Apaf-1 inh	ATG4B inhibitor	tim10-1 inh	NLRP3 yeast inh	mIAP block	TIM10 inh	hIAP act	mIAP activ
O=C(c1ccc(Cl)s1)N1CCOCC1	22	-6	6	11	-13	1	2	0.78	0.99
COc1cccc(CC(=O)OCC(=O)N(C)CC(=O)Nc2ccc(F)cc2)c1	-24	6	3	10	7	-6	2	1.2	1.1
Cc1ccccc1N(C(=O)CCC(=O)Nc1ccccn1)C(C(=O)NC(C)C)c1ccc(F)cc1 (centres undefined)	-9	14	-7	7	13	-4	12	1.1	1
Cc1ccc(NC(=O)CSc2nnc(C3CC3)n2C)cc1S(=O)(=O)N1CCCCC1	6	5	-3	-4	-7	-15	8	0.94	1.2
O=C1N=c2ccc([N+](=O)[O-])cc2=C1c1sc(=O)[nH]c1O	26	-3	-7	1	8	20	11	0.73	0.8
Cc1ccc(NC(=O)Nc2ccc3c(c2)CCC3)c(C)c1	-24	-16	-2	1	20	-7	-2	1.2	1.1
CSc1ccccc1NC(=O)COc1ccccc1Cl	2	20	17	5	49	-4	-2	0.98	1
O=C(Cn1ccc([N+](=O)[O-])n1)NCc1ccccc1	9	-13	-3	18	7	-3	13	0.91	1
COCCCNC(=S)Nc1cccc(S(=O)(=O)NC2=NCCC2)c1	5	-6	1	2	11	-7	-19	0.95	1.1
CN(C)CCCN1CC(=O)N2[C@@H](Cc3c([nH]c4ccccc34)C2(C)C)C1=O	0	-4	3	-11	13	6	7	1	0.94
COc1ccc(OC)c(NS(=O)(=O)c2cc(OC)ccc2OC)c1	-9	-16	2	7	32	-2	-24	1.1	1
CCOc1ccc(NS(=O)(=O)c2ccc(SC)cc2)cc1	-13	24	-2	25	24	-4	3	1.1	1
COc1ccccc1CN(CC(=O)NCc1ccc2c(c1)OCO2)C(=O)c1ccc2c(c1)OCCO2	5	16	3	19	6	-7	25	0.95	1.1
Cc1cccc(NC(=O)Nc2ccccn2)c1C	-7	-22	2	1	33	-2	-22	1.1	1
CC(c1ccccc1)n1c(-c2ccc(C(C)(C)C)cc2)n[nH]c1=S (centres undefined)	-1	-2	0	25	23	-5	27	1	1
Cc1ccc(CN(C(=O)Cc2cccs2)C(C(=O)NC2CCCC2)c2ccncc2)cc1 (centres undefined)	14	0	-7	25	11	0	13	0.86	0.99
O=C(O)c1cc([N+](=O)[O-])ccc1NCCc1ccccc1	11	-97	12	4	22	2	14	0.89	0.98
O=C(NC1(C(F)(F)F)OCCO1)c1ccc(F)cc1	8	0	-5	9	-6	-5	18	0.92	1.1
COc1ccc(-c2cc(C(=O)NCCCn3ccnc3)c3ccccc3n2)c(OC)c1	-2	8	-3	8	9	-4	-9	1	1
CN1C(=O)S/C(=C\c2ccc(-n3cncn3)cc2)C1=O	-2	-13	1	14	35	10	-2	1	0.91
COc1ccc(N(C)S(=O)(=O)c2cccc(C(=O)Nc3ccc(N4CCOCC4)cc3)c2)cc1	7	3	-53	20	13	3	16	0.93	0.97
N#Cc1c(SCC(=O)OCc2ccccc2)nsc1SCC(=O)OCc1ccccc1	8	14	-1	16	5	0	-13	0.92	0.99
Cc1nn(CCC#N)c(C)c1Oc1ccccc1O	-5	-2	-10	-17	-11	-15	-24	1	1.1
COc1cccc(-c2nc(-c3ccccn3)no2)c1	9	5	-12	19	18	-10	1	0.91	1.1
CC(C)C(=O)NC(CC(=O)O)c1ccccc1 (centres undefined)	1	-21	5	-5	11	3	-2	0.99	0.97

Additional structures.
SMILES	hIAP inh	Apaf-1 inh	ATG4B inhibitor	tim10-1 inh	NLRP3 yeast inh	mIAP block	TIM10 inh	hIAP act	mIAP activ
CC(C)CN1C(=O)c2ccc(C(=O)NCc3ccccn3)cc2C1=O	18	0	4	-17	4	-4	-16	0.82	1
CN(C)CCSc1nnc2sc3ccccc3n12	10	-5	-3	-20	15	5	-1	0.9	0.95
COc1ccc(N2CCN(CCNC(=O)Nc3ccc(Cl)cc3)CC2)cc1	9	-14	11	20	24	-12	7	0.91	1.1
COc1ccc(-c2nn(-c3ccccc3)cc2/C=N/Nc2ccccn2)cc1	-22	5	x	-47	20	-13	-5	1.2	1.1
COCCn1nnnc1CN1CCC(O)(c2cccc(C(F)(F)F)c2)CC1	-9	-23	3	-2	-1	-1	2	1.1	1
Cn1c(CN2CCN(C(=O)c3ccco3)CC2)nc2cc([N+](=O)[O-])ccc21	-10	-6	-3	6	0	3	1	1.1	0.97
O=C(CN(C(=O)CNC(=O)c1ccco1)c1ccc(Cl)c(Cl)c1)NC1CCCCC1	-15	16	-9	18	5	-4	-9	1.1	1
COc1cccc(NC(=O)Cn2nc(Cc3cccnc3)c3ccccc3c2=O)c1	11	5	2	-6	7	-11	-8	0.89	1.1
C=CCNC(=O)C1CC=CCC1C(=O)O (centres undefined)	1	-3	-4	12	11	10	-3	0.99	0.9
O=C(c1cnn2c(C(F)F)cc(-c3ccccc3)nc12)N1CCN2CCCC2C1 (centres undefined)	0	-1	-4	-2	2	9	5	1	0.91
CCCCCN(C(=O)CCC(=O)OC(C)C(=O)c1ccccc1)c1c(N)n(CCCC)c(=O)[nH]c1=O (centres undefined)	-2	9	5	13	21	-1	1	1	1
Cn1nc(NC(=O)CC23CC4CC(CC(C4)C2)C3)c2c(F)cccc21	-6	1	6	18	12	0	22	1.1	1
COc1ccc(-c2c(C)nc3c(-c4ccsc4)cnn3c2N)cc1	11	-2	-4	-1	7	4	0	0.89	0.96
CCOC(=O)C1=C(c2ccccc2)NC(=S)NC1c1cccc([N+](=O)[O-])c1 (centres undefined)	-2	4	-4	6	-2	-2	5	1	1
CC(=O)Nc1sc(C)c(C)c1C(=O)OCC(=O)NCc1ccc(F)cc1	-4	-25	0	1	17	3	-3	1	0.97
CCN(C(=O)CSc1nnc(-c2ccncc2)n1C)C1CCS(=O)(=O)C1 (centres undefined)	9	12	14	12	19	-3	11	0.91	1
Cc1occc1-c1nnc(SCC(=O)c2ccccc2)n1CC1CCCO1 (centres undefined)	-4	9	-11	20	3	11	7	1	0.89
O=C1CCCc2ccccc2N1Cc1ccc(Cl)cc1Cl	-21	23	6	17	10	-1	-23	1.2	1
Cc1ccc(S(=O)(=O)N2CCOCC2)cc1C(=O)Nc1cccc(S(=O)(=O)N2CCCC2)c1	3	7	-6	-5	7	1	11	0.97	0.99
Cc1ccc2nc(C(C)O)[nH]c2c1 (centres undefined)	18	-1	-13	-3	-2	9	0	0.82	0.91
CCC1NC(C(=O)O)Cc2c1[nH]c1ccccc21 (centres undefined)	3	4	-5	-3	23	16	-1	0.97	0.84
COc1ccc(CNC(=O)C(c2ccc(O)cc2)N(Cc2ccco2)C(=O)c2snc(C(N)=O)c2N)cc1 (centres undefined)	-4	16	-15	-5	20	0	-6	1	1
COc1ccc(C2C(C(=O)OCC(=O)NC(C)(C)C)CCC(=O)N2c2ccc(C)cc2)cc1OC (centres undefined)	-3	1	-2	22	-2	-12	5	1	1.1
COc1ccccc1NC(=O)C(C)OC(=O)CCC1CCCCC1 (centres undefined)	12	11	1	6	-8	11	-3	0.88	0.89
CC(C)NC(=O)CCn1ccc2cc(S(=O)(=O)N3CCCC3)ccc21	-12	-3	6	-13	-1	-5	-6	1.1	1.1
O=C1/C(=C/c2ccc(F)c(F)c2)CSc2sccc21	1	7	0	-6	33	-3	-28	0.99	1
Cc1ccc2cc(CN(Cc3cccs3)C(=O)c3ccco3)c3nnnn3c2c1C	9	13	x	14	12	5	25	0.91	0.95

Hits appear at their usual frequency, and some 4.5% of all compounds hit somewhere here.
